# G9a block: G9a (human) methyltransferase inhibition. Q96KQ7. G9a H3K9 monomethylation, AlphaScreen, 2 h. Potency, µM (highest dose often 102 µM), for inactives: at the highest dose activity, negative = inhibition, actives largely listed as inhibitors. hit rate 8.8% among 350,000; also: potency is read from the fitted curve at half-maximal effect; % is scaled to controls: 0 for no effect and ±100 for the full control effect; nearly all actives have a fitted effect of over 75% in size
# Target sequence (Q96KQ7 913-1193 limits assumed): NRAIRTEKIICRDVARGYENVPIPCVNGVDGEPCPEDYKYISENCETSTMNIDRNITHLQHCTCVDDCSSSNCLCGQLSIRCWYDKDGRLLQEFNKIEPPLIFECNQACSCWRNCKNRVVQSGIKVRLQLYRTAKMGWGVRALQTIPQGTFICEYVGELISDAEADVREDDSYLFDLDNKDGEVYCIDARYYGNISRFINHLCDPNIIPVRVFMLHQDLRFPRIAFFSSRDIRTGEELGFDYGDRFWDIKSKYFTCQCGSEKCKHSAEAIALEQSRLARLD
#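 Step 1: enzyme (final 20 nM) with compound, 15 min RT. Step 2: substrate peptide 500 nM and SAM 20 uM, 2 h RT. Step 3: anti-H3K9me1 antibody and AlphaScreen beads, 10 min, then plate read.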
# BAZ2B block: BAZ2B (human) inhibition | hit rate 4.4% among 360,000 | AlphaScreen BAZ2B-H3K14Ac peptide displacement | Q9UIF8 | Potency, µM (doses to about 114 µM), without a hit: top-dose activity change, negative = inhibition, most hits filed as inhibitors; also: potency is read from the fitted curve at half-maximal effect; % is scaled to controls: 0 for no effect and ±100 for the full control effect; nearly all actives have a fitted effect of over 60% in size
#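 Complex of BAZ2B and biotin-H3K14Ac (50 nM apiece) forms over 30 min at RT, then faces library compounds up to 110 uM for another 30 min; AlphaScreen beads added, 20 min dark incubation, luminescence read.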
# GLS inhibitor: inhibitors of human glutaminase (GLS); Potency, µM (titrated, usually from 45.5 µM), for inactives: top-dose activity change, negative = inhibition, usual class: inhibitors; hit rate 0.21% among 410,000; O94925; GLS enzymatic activity, qHTS titration; also: potency is read from the fitted curve at half-maximal effect; % is scaled to controls: 0 for no effect and ±100 for the full control effect
#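 hKGA in 45 mM KH2PO4 pH 8.2, 0.02% Tween-20 with pin-transferred compounds; 1 mM L-glutamine (stock) plus glutamate oxidase/HRP/Amplex Red coupling added. Fluorescence read initially and after 30 min at RT.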
# JMJD2A Tudor inh: inhibitors of human JMJD2A Tudor domain; O75164; AlphaScreen JMJD2A-Tudor / H3K4me3 peptide binding; Potency, µM (series often up to 114 µM), without a hit: at the highest dose activity change, negative = inhibition, actives largely listed as inhibitors; hit rate 4.4% among 390,000; also: potency is read from the fitted curve at half-maximal effect; % is scaled to controls: 0 for no effect and ±100 for the full control effect; nearly all actives have a fitted effect of over 50% in size
# HP1b binding inh: inhibitors of HP1-beta chromodomain binding to methylated histone tails | AlphaScreen HP1-beta / biotin-H3K9me3 peptide binding | Potency, µM (series often up to 114 µM), for the others: top-dose activity change, negative = inhibition, most hits filed as inhibitors | hit rate 0.56% among 390,000 | AID 540317; also: potency is read from the fitted curve at half-maximal effect; nearly all actives have a fitted effect of over 70% in size; inactives centre near 23
# Target sequence (P83916 whole entry, looked up): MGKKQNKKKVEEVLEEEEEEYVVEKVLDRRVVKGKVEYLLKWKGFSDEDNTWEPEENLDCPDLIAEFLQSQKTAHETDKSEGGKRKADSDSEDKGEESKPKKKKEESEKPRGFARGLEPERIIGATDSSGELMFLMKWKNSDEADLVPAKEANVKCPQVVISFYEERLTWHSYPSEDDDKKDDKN
#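 Compound inhibition of the preformed complex between 50 nM HP1-beta and 50 nM biotinylated H3K9me3 peptide was read by AlphaScreen. Buffer was PBS pH 7.4 with 0.01% Tween-20. Incubations ran 30 min at room temperature, with 10 ug/mL donor/acceptor beads.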
# Pin1 inhibitor: human Pin1 inhibition; Potency, µM (series often up to 115 µM), inactives show at the top dose activity, negative = inhibition, most hits filed as inhibitors; Q13526; Pin1 FP peptide displacement, HiFluor488, 10 min; AID 504891; hit rate 0.009% among 390,000; active = well fitted inhibition curve with a large enough effect in the polarisation, with a control signal flat, not every such curve was filed as active; inconclusive = small, poorly fitted or top-dose-only effect, or effect the other way, or a change in a side signal; inactive = no such curve, though single readings can be large or run the other way; the % refers to the polarisation; also: potency is read from the fitted curve at half-maximal effect; % is scaled to controls: 0 for no effect and ±100 for the full control effect
# PI4K2A inh: PI4K2A (human) kinase inhibition; Q9BTU6; purified PI4K2A, ADP-Glo luminescence, 1 h; active compounds read low; activity change, negative = inhibition, % at 76.9 µM; hit rate 0.13% among 420,000; AID 1346378; in the data active = activity change below about -50%; inconclusive = mostly about -30% to -49%;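 also: -100% = wells without enzyme as full effect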
# Target sequence (Q9BTU6 whole entry, looked up): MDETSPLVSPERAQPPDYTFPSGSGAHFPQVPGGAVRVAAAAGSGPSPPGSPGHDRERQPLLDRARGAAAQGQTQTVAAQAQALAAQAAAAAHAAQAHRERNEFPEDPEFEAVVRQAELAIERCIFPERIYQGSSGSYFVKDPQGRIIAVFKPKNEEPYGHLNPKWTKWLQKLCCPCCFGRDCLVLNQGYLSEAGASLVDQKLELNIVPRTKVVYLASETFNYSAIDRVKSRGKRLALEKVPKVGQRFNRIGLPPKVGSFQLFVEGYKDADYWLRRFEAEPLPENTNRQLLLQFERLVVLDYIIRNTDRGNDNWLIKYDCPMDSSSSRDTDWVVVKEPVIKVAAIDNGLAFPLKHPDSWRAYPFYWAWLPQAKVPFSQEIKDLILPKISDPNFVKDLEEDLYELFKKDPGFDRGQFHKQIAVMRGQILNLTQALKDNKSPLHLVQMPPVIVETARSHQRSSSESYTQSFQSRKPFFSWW
#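 Compounds are screened against recombinant PI4K2A using PI as substrate and ATP, the latter dispensed at 300 microM. Reactions run one hour at ambient temperature before ADP-Glo detection; full inhibition defined by wells lacking enzyme.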
# ERG-DNA inh: inhibitors of human ERG Ets domain-DNA interaction. fluorescence polarization, His-ERG Ets domain / labelled DNA. Potency, µM (series often up to 76.9 µM), inactives show at the top dose FP activity, negative = inhibition, actives largely listed as inhibitors. hit rate 0.028% among 370,000; active = well fitted inhibition curve with a large enough effect in the polarisation, with a control signal flat; inconclusive = small, poorly fitted or top-dose-only effect, or effect the other way, or a change in a side signal; inactive = no such curve, though single readings can be large or run the other way; the % refers to the polarisation;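 also: polarization taken with two DNA probes labelled with fluorescein and Texas red; potency is read from the fitted curve at half-maximal effect; % of control where 0% means no effect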
#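 His-tagged ERG Ets domain (1 uM in the protein solution; 300mM KCl, 50mM Tris-HCl, 1mM EDTA, 1mM DTT, pH 7.5) received compound, then a probe mix of 5 nM fluorescein-DNA and 100nM Texas-615-DNA. Fluorescence polarization was read for both dyes.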
# Tb PGK inh: inhibitors of T. brucei phosphoglycerate kinase; P07378; PGK/GAPDH coupled, Kinase-Glo luminescence, 60 min; Potency, µM (titrated, usually from 57.5 µM), without a hit: at the top dose activity change, negative = inhibition, usual class: inhibitors; hit rate 0.043% among 380,000; AID 602233; also: potency is read from the fitted curve at half-maximal effect; % is scaled to controls: 0 for no effect and ±100 for the full control effect; nearly all actives have a fitted effect of over 60% in size
#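 Luminescent ATP detection (Kinase-Glo Plus) follows a 60-minute room-temperature incubation, with wells lacking PGK as controls. Buffer: 100 mM TEA (pH 7.6), 5 mM MgCl2, 0.01% Tween-20. Coupling enzyme GAPDH (100 nM final) supplies unstable 1,3-BPG in-well.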
# * = called active by the depositor; i = inactive; ? = inconclusive; . = not tested or not shown; & = joins results of further samples; [ ] = remark or other dose. Unless noted, calls follow the shape of the dose curve; as a rule, active = well fitted curve in the direction sought with a large enough effect; inconclusive = small, poorly fitted or top-dose-only effect, or another doubt; inactive = no such curve, though single readings can be large; an effect the other way counts as inactive or inconclusive.
# Results follow in this order: GLS inhibitor | Pin1 inhibitor | JMJD2A Tudor inh | BAZ2B block | ERG-DNA inh | PI4K2A inh | HP1b binding inh | Tb PGK inh | G9a block
COc1ccc(CN(C)CC2CCCN(CCc3ccc(F)cc3)C2)cc1OC (stereo not drawn)
 : -6% | 1% | -5% | -14% | -5% | -1 | 22% | i | -7%
O=C(Nc1cccc(C(=O)N2CCCCC2)c1)C1CCC1
 : -5% | -1% | -6% | . | -3% | 3 | 47%[activator] | -1% | .
CCCCNS(=O)(=O)c1ccc2nc(SCC(=O)Nc3ccccc3)[nH]c2c1
 : 9% | 3% | -13% | -35% | 6% | -5 | 38% | -3% | ?
Cc1nc2ccccn2c1C(=O)NCC(C)C
 : -4% | -1% | -13% | -3% | 11% | -3 | 19% | i | ?
O=C1/C(=C/c2ccc(F)cc2)Oc2cc(OC(=O)N3CCOCC3)ccc21
 : 18% | 4% | -6% | -20% | -8% | 0 | -10% | 7% | .
COc1ccc(N2C(=O)CSC23C(=O)N(Cc2cccc(F)c2)c2ccccc23)cc1Cl (stereo not drawn)
 : -3% | -1% | -12% | -22% | 2% | 1 | 22% | 6% | ?
O=C(/C=C/c1ccc([N+](=O)[O-])cc1)NCC1CCCO1 (stereo not drawn)
 : -2% | 0% | 10% | 5% | -7% | -5 | 17% | -2% | 28%[0.501 µM]
Cc1ccc(S(=O)(=O)N2CCN(C(=O)CN3CCCCC3)C2C(C)C)cc1 (stereo not drawn)
 : -5% | 1% | -3% | 2% | -1% | -8 | 35% | 21% | 11%[59 µM]
CCOC(=O)N1CCN(C(=O)c2ccc(CS(=O)(=O)c3ccccc3OC)o2)CC1
 : -3% | 0% | 0% | 7% | 2% | 3 | 33% | i | 22%[59 µM]
COc1cc(C2NC(=O)NC(O)(C(F)(F)F)C2C(C)=O)cc(OC)c1OC (stereo not drawn)
 : 0% | -13% | -3% | -32% | . | -4 | 31% | i | 11%
CCOC(=O)c1cc(-c2ccccc2)sc1NC(=O)C(C)OC(=O)c1ccncc1 (stereo not drawn)
 : 0% | 8% | 1% | 16% | 19% | -6 | 28% | 2% | 23%[59 µM]
Cc1ccc(Cc2nc3ccccc3nc2SCC(=O)NCCc2ccccc2)cc1
 : 22% | 8% | 2% | 1% | 13% | 4 | 32%[57 µM] | 3% | 0%[59 µM]
CC(C)c1ccc(Nc2nc(NCc3ccco3)nc(N3CCOCC3)n2)cc1
 : 5% | -1% | ? | -30% | 2% | -2 | -17% | i | ?
Cc1ccc(F)cc1NC(=O)C1CC(=O)N(CCc2ccccc2)C1 (stereo not drawn)
 : 3% | 0% | -8% | 7% | -22% | 2 | 21% | -2% | 23%
O=C(Nc1ccc2nc(SCC(=O)N3CCOCC3)sc2c1)c1ccc(Cl)cc1
 : -3% | 3% | -15% | -3% | 4% | -2 | 18% | 1% | -1%[59 µM]
COc1cc(/C=N/N=C(/N)c2nonc2N)cc(Br)c1OCc1cccc(C)c1
 : -2% | -9% | -31% | -32% | -3% | 2 | 20% | i | -48%[59 µM]
O=C(c1cccc([N+](=O)[O-])c1)N1CCN(C/C=C/c2ccccc2)CC1
 : 6% | 1% | -27% | -25% | 0% | 1 | -1% | -1% | -22%
O=C(CN(Cc1ccccc1F)C(=O)c1ccco1)NCc1ccc(F)cc1
 : 3% | -3% | 1% | 7% | -1% | -2 | 17% | 3% | 5%[59 µM]
CN1N=C(C(=O)N2CCCC(N3CCN(c4ccc(F)cc4)CC3)C2)CCC1=O (stereo not drawn)
 : 6% | 1% | -3% | 1% | -10% | 1 | 5% | 1% | 9%
C=CCN(CC=C)C(=O)c1ccc(OC2CCN(S(=O)(=O)N(C)C)CC2)cc1
 : -1% | 1% | 7%[57.1 µM] | 6% | 0% | 25 | 30% | i | 10%

# Looked up above:
# PI4K2A inh with Cc1ccc(F)cc1NC(=O)C1CC(=O)N(CCc2ccccc2)C1 (stereo not drawn) stands at 2
# HP1b binding inh with O=C(Nc1ccc2nc(SCC(=O)N3CCOCC3)sc2c1)c1ccc(Cl)cc1 stands at 18%
# Tb PGK inh with O=C1/C(=C/c2ccc(F)cc2)Oc2cc(OC(=O)N3CCOCC3)ccc21 stands at 7%
# JMJD2A Tudor inh with CCCCNS(=O)(=O)c1ccc2nc(SCC(=O)Nc3ccccc3)[nH]c2c1 stands at -13%
# HP1b binding inh with C=CCN(CC=C)C(=O)c1ccc(OC2CCN(S(=O)(=O)N(C)C)CC2)cc1 stands at 30%

# (listing goes on)
# Results follow in this order: GLS inhibitor | Pin1 inhibitor | JMJD2A Tudor inh | BAZ2B block | ERG-DNA inh | PI4K2A inh | HP1b binding inh | Tb PGK inh | G9a block
CC1Cc2ccccc2N1CC(=O)Nc1cccc(S(N)(=O)=O)c1 (stereo not drawn)
 : -9% | -5% | -22% | -12% | -18% | 2 | -1% | 1% | 0%
CCOC(=O)c1c(NC(=O)COC(=O)C2CC2C)sc(C)c1C (stereo not drawn)
 : 13% | 3% | 21% | 67%[activator] | 19% | -10 | 105%[activator] | 5% | 66%[activator]
O=C(O)CCC1OC(=O)C(O)=C1c1ccccc1 (stereo not drawn)
 : 0% | -6% | 1% | 6% | -2% | -2 | 28% | i | -21%[59 µM]
CCCc1cc(N2CCCC2)n2nc(C)c(-c3ccccc3)c2n1
 : -21% | 5% | 99%[activator] | 123%[activator] | -4% | 3 | 251%[activator] | -4% | 98%[activator][59 µM]
Cc1ccc(OCC(=O)Nc2ccc(OCc3cc(=O)n4cccc(C)c4n3)cc2)cc1C
 : 9% | -8% | -14% | 8% | 2% | -3 | 26%[57 µM] | -7% | 0%[59 µM]
O=C(c1cccn(Cc2cccc(Cl)c2)c1=O)N1CCOCC1
 : -10% | 6% | -8% | -8% | -5% | -1 | 38% | -6% | 86%[activator][59 µM]
O=C(NNC1=C(C(=O)C(F)(F)F)CCC1)c1ccc(Cl)cc1
 : 2% | -3% | -36% | -32% | . | -1 | -1% | . | ?
COc1cc(C(=O)NNC(=O)C2CC=CCC2C(=O)O)cc(OC)c1OC (stereo not drawn)
 : -3% | 1% | 2% | -3% | -9% | -2 | 42%[activator] | -10% | 5%[59 µM]
COc1ccc(OC)c(NC(=O)CSc2nnc(CCCO)n2-c2ccccc2)c1
 : 1% | 0% | 1% | -3% | -3% | -2 | 18% | 0% | 8%[12.7 µM]
CSCC(=O)Nc1nc(-c2ccc3c(c2)OCCO3)cs1
 : -1% | 1% | -24% | ? | 1% | -3 | 20% | -8% | 13%[59 µM]
CCOc1ncccc1C(=O)OC(C)C(=O)Nc1ccc(Cl)cn1 (stereo not drawn)
 : -7% | 2% | 1% | 33% | -3% | -4 | 66%[activator] | 0% | 6%
CCO[C@@H]1OC(C(=O)NC2CC2)=C[C@H](C(C)(C)C)[C@H]1CCCO
 : 3% | -4% | -18% | -1% | 2% | -4 | 20% | -10% | 41%[59 µM]
COc1cc2sc3ccc(-c4ccc(CN5CCOCC5)cc4)cc3c(=O)c2cc1OC
 : 9% | 10% | -15% | . | -2% | -1 | 33% | 2% | .
CC(C)CCNC(=O)COc1ccc2c3c(c(=O)oc2c1)CCC3
 : 1% | 1% | -15% | 76%[activator] | -4% | -10 | 31% | -6% | 16%
Nc1ccc2c(c1)N1CCN=C1S2
 : 3% | 3% | -17% | -6% | 4% | 2 | -16% | 3% | 7.1µM*
COc1ccc(NC(=O)CCN2CCC(C)CC2)cc1
 : -1% | -9% | -11% | 13% | 2% | -7 | 13% | -6% | -14%[59 µM]
COc1ccc(-c2oc3cc(OC)c(O)c(OC)c3c(=O)c2OC)cc1O
 : -3% | -4% | -26% | -38% | -8% | -1 | -3% | 0% | ?
O=C1C2CCCCC2C(=O)N1c1ccc(S(=O)(=O)Nc2ncccn2)cc1 (stereo not drawn)
 : 15% | 6% | -4% | -19% | -5% | -1 | 27% | 14% | 52%[activator]
O=c1c2[nH]c3ccc(F)cc3c2ncn1CC1CCCO1 (stereo not drawn)
 : 4% | 0% | -16% | -17% | -5% | 3 | 4% | 3% | 25%
CC(C)(C)CN1CCN(CCCc2ccccc2)C(CCO)C1 (stereo not drawn)
 : 5% | -3% | -8% | 6% | -9% | -4 | 17% | -10% | .
CCCCCCSc1cccc(-c2nc3ccc(Cl)cn3c2NCCCC)c1
 : 8%&-7% | 3% | 26% | . | 13% | 0&0 | 106%[activator] | -1% | .
Cc1cc(C)c(S(=O)(=O)CCC(C)C)c(=O)[nH]1
 : 0% | -6% | -10% | -9% | 11% | 8 | 30% | -5% | 3%[59 µM]
Cc1ccc(OCC(=O)N(Cc2ccc(Cl)cc2)CC2CCCO2)cc1C (stereo not drawn)
 : 0% | -7% | 28% | 42%[activator] | -2% | -5 | 111%[activator] | -2% | 26%[59 µM]

# Ordered by the number under PI4K2A inh (low to high): 3 of the compounds above.
mol	PI4K2A inh
Cc1ccc(OCC(=O)N(Cc2ccc(Cl)cc2)CC2CCCO2)cc1C (stereo not drawn)	-5
CC(C)(C)CN1CCN(CCCc2ccccc2)C(CCO)C1 (stereo not drawn)	-4
Nc1ccc2c(c1)N1CCN=C1S2	2

# High-throughput results (PubChem BioAssay)
